PriA SSB inh: K. pneumoniae PriA-SSBct interaction inhibition; AID 1272365; inhibition, % at 33 µM; AlphaScreen SSBct-PriA binding, biotinylated peptide; 430,000 tested, 0.6% active; in the data active means inhibition mostly above about 37%, no sharp cut-off; inactive means mostly below about 20%;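 further: plate controls were negative control peptide for no effect and reference peptide for full effect; strong numbers were not always called active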
The depositor's hits bear a star; & = joins results of further samples.

O=C(c1ccco1)N1CCN(S(=O)(=O)N2CCCCC2)CC1 was read as PriA SSB inh 0.0.
`CCSc1nnc(NC(=O)CSc2nc3c([nH]c4ccccc43)c(=O)n2CC)s1` gave PriA SSB inh 6.0.
Screening CCN(CC)c1ccc(C=Nn2c(C)cc(C)cc2=O)cc1 returned PriA SSB inh 1.5.
COc1cc2cc(C(=O)Nc3ccc(C)c(C)c3)cc(-c3ccc(C)cc3)c2cc1OC was read as PriA SSB inh -13.0.
Screening COc1cccc2cc(C(=O)Nc3ccccc3-c3cn4ccsc4n3)oc12 returned PriA SSB inh 4.0.
Cc1cc(NCCC2=CCCCC2)n2nc(C(F)(F)F)nc2n1 was read as PriA SSB inh 2.0.
COc1ccc(N2CCN(CC(=O)c3ccc(F)cc3)CC2)cc1 was read as PriA SSB inh 14.0.
CC1(C)Cc2ccccc2C(C(=NNc2cccc(Cl)c2)C(N)=O)=N1 was read as PriA SSB inh 8.9.
For C[C@H](O)CN1CCN(C(=O)NCCc2ccccc2)CC1 the results were PriA SSB inh -6.0.
Screening CC1CCN(c2nc3c(c(=O)n(C)c(=O)n3C)n2CC(=O)c2ccccc2)CC1 returned PriA SSB inh -17.0.
`CCCCn1c(O)c(C=C2C=NN=C2c2ccccc2)sc1=S` gave PriA SSB inh 5.8.
`O=S(=O)(c1cccc(NC(=S)N2CCN(Cc3ccccc3)CC2)c1)C(F)F` gave PriA SSB inh -1.0.
`O=C(NCc1cccnc1)c1c(O)nc2ccccn2c1=O` gave PriA SSB inh -9.0.
Cc1noc(-c2cccn3c(CNC(=O)CSC4CCCC4)nnc23)n1 was read as PriA SSB inh -14.0.
For COc1ccc(S(=O)(=O)Nc2ccc3c(c2)N(C(C)=O)CC3)cc1 the results were PriA SSB inh 2.0.
Screening Nc1cccc(-c2ccn[nH]2)c1 returned PriA SSB inh 16.0.
For O=C(NCCO)c1cc(-c2cccnc2)nc2ccccc12 the results were PriA SSB inh -4.0.
`COc1ccc(CC(=O)Nc2ccc3c(c2)CN(C(=O)c2ccco2)CC3)cc1OC` gave PriA SSB inh 7.0.
For c1cc(N2CCOCC2)nnc1N1CCNCC1 the results were PriA SSB inh -16.0.
Screening O=C(c1ccc(Cl)s1)N1CCC(c2cccs2)CC1 returned PriA SSB inh -10.0.
For COc1ccc2c(CCNC(=O)CCc3ccc(-c4ccccc4)o3)c[nH]c2c1 the results were PriA SSB inh -7.0.
CC(CC(=O)Nc1ccc2ccccc2c1)=NNC(=O)c1cnccn1 was read as PriA SSB inh 4.6.
For COc1ccccc1-c1nnc(NC(=O)c2cc(C)on2)o1 the results were PriA SSB inh -2.0.
`O=C(NC[C@H]1CC(=O)N(c2ccc3c(c2)OCO3)C1)C1CCCCC1` gave PriA SSB inh 6.0.
Screening CCN1CCOc2ccc(NS(=O)(=O)Cc3ccccc3F)cc2C1=O returned PriA SSB inh -8.0.
For COc1ccc(C(=O)Nc2ccc(C)c(N3CCCC3=O)c2)c(OC)c1 the results were PriA SSB inh -10.0.
For Cc1ccc(Cn2nnc3c(SCC(=O)NCc4ccco4)ncnc32)cc1 the results were PriA SSB inh 4.0.
For COc1cc(C=NNC(=O)c2ccc(-n3cccc3)cc2)ccc1O the results were PriA SSB inh 16.0.
For O=C(c1ccco1)N1CCN(S(=O)(=O)c2c[nH]c(=O)[nH]c2=O)CC1 the results were PriA SSB inh -6.0.
For CCN(CC)C(=NC(=C(Cl)Cl)P(=O)(c1ccccc1)c1ccccc1)c1ccccc1 the results were PriA SSB inh 14.0.

Among those listed so far, two have an aryl thioether with sulfur outside any ring:
`CCSc1nnc(NC(=O)CSc2nc3c([nH]c4ccccc43)c(=O)n2CC)s1` gave PriA SSB inh 6.0.
For Cc1ccc(Cn2nnc3c(SCC(=O)NCc4ccco4)ncnc32)cc1 the results were PriA SSB inh 4.0.

Continuation.
`O=C(c1ccccc1F)N1CCN(c2ccc(-n3cccn3)nn2)CC1` gave PriA SSB inh 2.0.
`O=S(=O)(c1ccc(Cl)cc1)N1CCC(c2nc(-c3ccccc3F)no2)CC1` gave PriA SSB inh -12.0.
O=C(NCc1ccccc1)N1CCC(c2nnc(C3CC3)s2)CC1 was read as PriA SSB inh 11.0.
`COc1ccc(S(=O)(=O)Nc2ccc3c(c2)N(C(=O)C2CCCC2)CC3)cc1F` gave PriA SSB inh -6.0.
`CN(C(=O)Nc1c[nH]c2ccccc12)c1ccccc1` gave PriA SSB inh 3.0.
`Cc1ccc(C(C)C)c(OC(=O)CS(=O)c2ccc(S(C)(=O)=O)cc2[N+](=O)[O-])c1` (configuration not stated) gave PriA SSB inh -7.0.
For Cc1cccc(NC(=S)NC(=NS(=O)(=O)c2ccccc2)c2ccccc2)c1 the results were PriA SSB inh 14.8.
Cc1ccc(C)c(CSC2=NCCN2C(=O)COc2ccccc2)c1 was read as PriA SSB inh -4.0.
For COC(=O)c1c(NC(=O)CSc2nc3scc(-c4ccco4)c3c(=O)n2-c2ccccc2)sc2c1CCC2 the results were PriA SSB inh 2.0.
Cc1cc(Cl)ccc1NCC(=O)N/N=C\c1cc([N+](=O)[O-])ccc1O was read as PriA SSB inh -3.0.
`Cc1nc2c(sc3ccccc32)c(=O)n1CC(=O)Nc1ccc2c(c1)OCCO2` gave PriA SSB inh -13.0.
O=C(NN=Cc1ccc([N+](=O)[O-])cc1)c1cccnc1 was read as PriA SSB inh 0.9.
For CC(C)C(=O)N1CCc2ccc(NC(=O)CSCc3ccccc3)cc2C1 the results were PriA SSB inh -1.0.
`O=C(NN=Cc1ccco1)c1ccn[nH]1` gave PriA SSB inh 1.3.
For Cc1ccn2cc(-c3ccc(NC(=O)c4ccc(Br)o4)cc3)nc2n1 the results were PriA SSB inh -2.0.

Arranged by heavy-atom count (rising): some entries from above
Screening O=C(c1ccc(Cl)s1)N1CCC(c2cccs2)CC1 returned PriA SSB inh -10.0.
`CCCCn1c(O)c(C=C2C=NN=C2c2ccccc2)sc1=S` gave PriA SSB inh 5.8.
`O=C(NC[C@H]1CC(=O)N(c2ccc3c(c2)OCO3)C1)C1CCCCC1` gave PriA SSB inh 6.0.
For COc1ccc2c(CCNC(=O)CCc3ccc(-c4ccccc4)o3)c[nH]c2c1 the results were PriA SSB inh -7.0.
COc1cc2cc(C(=O)Nc3ccc(C)c(C)c3)cc(-c3ccc(C)cc3)c2cc1OC was read as PriA SSB inh -13.0.

The list goes on.
Screening Cc1cccn2cc(-c3cccc(N)c3)nc12 returned PriA SSB inh 52.0*.
CCOc1ccccc1NC(=O)Cn1c(C)cc(C)c(-c2nc(-c3ccc(Cl)cc3)no2)c1=O was read as PriA SSB inh -4.0.
Screening Cc1nnc(C2CCCN(S(=O)(=O)c3ccc(Cl)cc3)C2)s1 (configuration not stated) returned PriA SSB inh 4.0.
For O=C(NCc1ccccc1)c1nnc(-c2ccccc2)o1 the results were PriA SSB inh -15.0.
Screening Fc1ccc(-c2nc(N3CCOCC3)c3ccccc3n2)cc1 returned PriA SSB inh -7.0.
For FC(F)(F)c1ccc(NC(=S)N2CCn3cccc3C2c2ccc(Cl)cc2Cl)cc1 (configuration not stated) the results were PriA SSB inh 0.0.
Screening O=C(Nc1cc(OCc2ccc3c(c2)OCO3)ncn1)c1ccc(Cn2ccnc2)cc1 returned PriA SSB inh 2.0.
`O=C(Nc1cc2ccccc2cc1NC(=O)c1ccccc1F)c1ccccc1F` gave PriA SSB inh -7.0.
For COc1c2ccc(C(=O)O)cc2nn1C the results were PriA SSB inh 16.0.
NC(=NOCc1cccc([N+](=O)[O-])c1)c1nonc1N was read as PriA SSB inh 4.4.
Screening CC(=O)C(=NNc1ccc(Cl)cc1Cl)Sc1nnc(-c2ccccc2)n1-c1ccccc1 returned PriA SSB inh 1.0.
CC(CC(=O)c1ccccc1)=NNC(=O)CC#N was read as PriA SSB inh -7.4.
For Cc1c(C(=O)NN=Cc2ccc(O)cc2)sc(=S)n1C the results were PriA SSB inh -6.2.
Screening O=C(Cc1csc(NC(=O)c2ccco2)n1)NC1CC1 returned PriA SSB inh 0.0.
`CCOC(=O)c1csc(NC(=O)C2CCN(c3ccc(-c4ccc(F)cc4)nn3)CC2)n1` gave PriA SSB inh 1.0.
For Cc1ccc(-c2csc(NC(=O)c3ccccc3Cl)n2)cc1C the results were PriA SSB inh -9.0.
For CCn1nnc2c(N3CC(C(=O)NCc4nc5ccccc5[nH]4)C3)ncnc21 the results were PriA SSB inh 2.0.
CCOc1ccc(/C=C/C(=O)Nc2ccc(C)cc2Br)cc1OC was read as PriA SSB inh 5.0.
Screening NC(=NOC(=O)CC(c1ccccc1)c1ccccc1)c1cccnc1 returned PriA SSB inh -14.3.
`COc1ccc(CCNC(=O)C2CN(S(C)(=O)=O)C2)cc1` gave PriA SSB inh -6.0.
Screening CCOC(=O)N1CCc2c(sc(NC(=O)CCSc3ccc(Cl)cc3)c2C(N)=O)C1 returned PriA SSB inh -16.0.
`NC(=Nc1nc(CSc2ccc(Cl)cc2)cc(=O)[nH]1)Nc1ccccc1C(F)(F)F` gave PriA SSB inh 10.8.
For Cc1ccc(C=NNC(=O)c2cc3c(s2)CCCC3)o1 the results were PriA SSB inh -2.3.
CSc1n[nH]c(N=Cc2oc(O)c3ccccc23)n1 was read as PriA SSB inh -8.2.
CC1(C)CC(=O)c2sc(NC(=O)/C=C\c3ccc4c(c3)OCO4)nc2C1 was read as PriA SSB inh -5.0.
Screening CCOc1cn2c(cc1=O)C(=O)N(CCNC(=O)c1ccccc1SCC)CC2 returned PriA SSB inh -1.0.
Screening Cc1ccccc1Cn1cnc(-c2ccc(F)cc2)cc1=O returned PriA SSB inh -16.0&5.0.
`NS(=O)(=O)c1ccc2nc(NC(=O)CCSc3ccc(F)cc3)sc2c1` gave PriA SSB inh -8.0.
For COC(=O)c1[nH]c(C)c(C(O)=C2C(=O)C(=O)N(CCN(C)C)C2c2cccs2)c1C (configuration not stated) the results were PriA SSB inh -10.4.
Screening COc1cccc(Cn2c3c(c(=S)[nH]c2=O)CCC3)c1 returned PriA SSB inh -11.0.
COc1ccc(S(=O)(=O)N2CC(n3ccnn3)C2)cc1Cl was read as PriA SSB inh -1.0.
Screening Cc1cccc(Oc2ccc(S(=O)(=O)Nc3ccc(C(=O)O)cc3)cc2)c1 returned PriA SSB inh -14.0.
COc1ccc(Cl)cc1NC(=O)Nc1c(C)nc2cc(C)ccn2c1=O was read as PriA SSB inh -2.0.
For CS(=O)(=O)N(C[C@H](O)Cn1c2ccccc2c2ccccc21)c1ccc(F)cc1 the results were PriA SSB inh -5.0.
Cc1ccc(NC(=O)NCC2CCN(C(=O)Oc3ccccc3)CC2)cc1C was read as PriA SSB inh -16.0.
`Cn1nnn(-c2ccc(NS(=O)(=O)c3ccc(Br)s3)cc2)c1=O` gave PriA SSB inh -7.0.
`CC(C)(Oc1ccc(Cl)cc1)C(=O)N1CCC(CSC2=NCCS2)CC1` gave PriA SSB inh -15.0.
For O=S(=O)(NCCOc1ccc(-c2ccco2)nn1)c1ccc2ccccc2c1 the results were PriA SSB inh -19.0.
Screening Cc1cc(C(=O)NCCn2ccc(-c3ccccn3)n2)c(C)o1 returned PriA SSB inh 8.0.
For O=C(CSc1ncc(-c2ccc(Cl)c(Cl)c2)n1Cc1ccccc1)N1CCCC1 the results were PriA SSB inh 23.0.
For NC(=O)CSc1nnc(CSc2ncccn2)n1-c1cccc(C(F)(F)F)c1 the results were PriA SSB inh -9.0.
Screening Cc1cc(C)nc(SCc2c(C(=O)N3CCN(c4ccccc4F)CC3)nnn2-c2ccccc2)n1 returned PriA SSB inh -1.0.
Screening O=c1c(Oc2ccccc2Br)coc2c3c(ccc12)OCN([C@H]1CCS(=O)(=O)C1)C3 returned PriA SSB inh -8.0.
For COc1cccc(Nc2n[nH]nc2C(=O)Nc2cccc(C)c2C)c1 the results were PriA SSB inh -6.0.
Cc1ccc2nc(C)c(NC(=O)c3ccc4ccccc4n3)c(=O)n2c1 was read as PriA SSB inh -4.0.
For Cc1nnc(NC(=O)Cc2ccc(F)cc2)s1 the results were PriA SSB inh -7.0.
For CC(C)(C)c1ccc(S(=O)(=O)NCc2ccc(C(=O)NCc3ccco3)cc2)cc1 the results were PriA SSB inh -4.0.
`Cc1csc(C(=O)NCC2CCN(c3ccncc3)CC2)c1` gave PriA SSB inh -29.0.
`CCOC(=O)c1cc(NC(=O)CSc2ncnc3sccc23)cc(C(=O)OCC)c1` gave PriA SSB inh -8.0.
Screening COc1ccc(Cl)cc1C(=O)NCC(c1cccc2ccccc12)N1CCOCC1 (configuration not stated) returned PriA SSB inh 1.0.
`Cc1cc(=O)n2c(-c3cccc(NC(=O)CCCc4ccccc4)c3)csc2n1` gave PriA SSB inh -4.0.
NC(=NOC(=O)C1CCCCC1)c1ccc(Cl)cc1 was read as PriA SSB inh -31.3.
Screening CS(=O)(=O)c1cccc2sc(N3CCOCC3)nc12 returned PriA SSB inh -16.0&-5.0.
Screening Nc1ccc2c(c1)CCCN2C(=O)c1cccs1 returned PriA SSB inh 11.0.
N#CC(=C(O)c1ccc([N+](=O)[O-])cc1)c1nc2ccccc2[nH]1 was read as PriA SSB inh 3.0.
O=C(Cn1nc(-c2ccc3c(c2)OCO3)ccc1=O)NCc1ccco1 was read as PriA SSB inh 3.0.
COc1ccc2sc(N(Cc3cccnc3)C(=O)c3ccn(C(C)C)n3)nc2c1 was read as PriA SSB inh -6.0.
`COc1ccc(C(=O)CSc2nnc(Cc3cc(=O)[nH]c(=O)[nH]3)n2-c2ccc(Cl)cc2)cc1` gave PriA SSB inh 3.0.
For O=C(CCc1ccccc1)Nc1nnc(SCc2ccc([N+](=O)[O-])cc2)s1 the results were PriA SSB inh -11.0.
Screening Cc1ccc(NC(=O)CSc2ccc(NC(=O)C3CC3)nn2)cc1Cl returned PriA SSB inh -12.0&5.0.
For CC(=NNC(=O)COc1ccccc1F)c1cc2ccccc2o1 the results were PriA SSB inh -12.4.
`CC(=NNC(=O)Cc1ccc(Cl)cc1)c1ccc(F)cc1` gave PriA SSB inh -14.3.

Structural class: those above with a cyano group (2)
CC(CC(=O)c1ccccc1)=NNC(=O)CC#N was read as PriA SSB inh -7.4.
N#CC(=C(O)c1ccc([N+](=O)[O-])cc1)c1nc2ccccc2[nH]1 was read as PriA SSB inh 3.0.

Not all compounds are listed; rates above refer to the full screens.
